Screens from PubChem.
HePTP inh = blocks human HePTP tyrosine phosphatase | inhibition, % at 20 µM | P35236 | 0.64% of 110,000 active | recombinant HePTP phosphatase activity, OD absorbance; in the data active = inhibition above about 50%;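 note: plate controls were vehicle for no effect and reference inhibitor for full effect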
Target sequence (P35236 whole entry, looked up): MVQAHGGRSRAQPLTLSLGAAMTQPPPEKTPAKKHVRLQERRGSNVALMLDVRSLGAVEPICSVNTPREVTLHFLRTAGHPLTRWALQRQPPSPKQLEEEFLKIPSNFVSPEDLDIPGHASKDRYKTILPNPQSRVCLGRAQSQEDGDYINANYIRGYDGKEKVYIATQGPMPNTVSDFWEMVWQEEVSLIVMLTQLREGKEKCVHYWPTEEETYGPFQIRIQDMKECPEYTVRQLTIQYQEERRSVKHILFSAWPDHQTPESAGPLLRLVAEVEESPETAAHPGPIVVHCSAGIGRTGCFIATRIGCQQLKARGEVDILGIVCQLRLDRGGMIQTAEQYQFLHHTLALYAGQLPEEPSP
BAP1 block = human BAP1 deubiquitinase inhibition; Q92560; recombinant BAP1, Ub-AMC hydrolysis fluorescence kinetic; active compounds read low; activity remaining (% of control), % at 20 µM; 0.48% of 72,000 active; AID 436;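 active = activity remaining at or below 50% of control, provided the compound also passes the data quality filters; inactive = the rest, including low values that fail the filters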;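 note: 100% = DMSO wells rate and 0% = substrate alone blank rate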
Target sequence (Q92560 whole entry, looked up): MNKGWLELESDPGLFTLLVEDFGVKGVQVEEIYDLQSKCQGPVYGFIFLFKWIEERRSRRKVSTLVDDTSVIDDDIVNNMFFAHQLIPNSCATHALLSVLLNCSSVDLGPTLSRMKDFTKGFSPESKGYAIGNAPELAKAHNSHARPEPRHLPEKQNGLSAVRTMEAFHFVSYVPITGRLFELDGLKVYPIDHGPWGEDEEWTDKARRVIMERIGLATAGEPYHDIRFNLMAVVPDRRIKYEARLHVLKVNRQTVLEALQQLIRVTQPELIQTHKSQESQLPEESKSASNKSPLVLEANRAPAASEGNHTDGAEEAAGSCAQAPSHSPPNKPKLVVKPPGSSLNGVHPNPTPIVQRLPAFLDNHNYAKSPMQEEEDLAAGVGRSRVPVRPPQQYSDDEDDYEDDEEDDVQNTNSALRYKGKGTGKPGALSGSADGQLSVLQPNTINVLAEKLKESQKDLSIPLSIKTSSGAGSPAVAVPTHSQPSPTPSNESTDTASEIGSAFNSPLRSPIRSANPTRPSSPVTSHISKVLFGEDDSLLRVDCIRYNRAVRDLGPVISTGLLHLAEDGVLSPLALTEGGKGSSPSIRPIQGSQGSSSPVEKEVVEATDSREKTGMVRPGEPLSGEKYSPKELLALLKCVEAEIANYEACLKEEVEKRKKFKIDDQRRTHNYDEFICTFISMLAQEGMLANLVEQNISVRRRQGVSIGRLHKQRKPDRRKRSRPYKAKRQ
Numbers without * were called inactive; . = not tested or not shown; & = joins results of further samples. Rows are unselected. Share with any hit: about 0.91%.

HePTP inh | BAP1 block | structure
8 | 106 | Cc1c(/N=C/c2ccco2)n(Cc2ccccc2)c2ccccc12
4 | . | Cc1ccc(-c2cc(C(=O)N3CCOCC3)c3ccccc3n2)cc1
1 | 98 | O=C(Nc1ccccc1Cl)N1CCN(c2ccc3nnc(-c4ccccc4)n3n2)CC1
11 | 90 | CCCC(=O)NCCCc1nc2ccccc2n1C(C)C
3 | 77 | Cc1ccc(C)c(NC(=O)CSc2nnc(CCCCCNC(=O)OC(C)(C)C)o2)c1
1 | 116 | Cc1ccc(CN2C(=O)CCC2C(=O)N2CCN(c3ccc(F)cc3)CC2)cc1 (stereo not drawn)
106* | . | Nc1nc(-c2ccccc2)cc(N2CCOCC2)n1
5 | . | CCOc1ccc(NC(=S)NC(=O)c2ccc(OC)cc2)c([N+](=O)[O-])c1

Ordered by heavy-atom count (falling): 3 of the compounds above.
HePTP inh | BAP1 block | structure
1 | 98 | O=C(Nc1ccccc1Cl)N1CCN(c2ccc3nnc(-c4ccccc4)n3n2)CC1
4 | . | Cc1ccc(-c2cc(C(=O)N3CCOCC3)c3ccccc3n2)cc1
8 | 106 | Cc1c(/N=C/c2ccco2)n(Cc2ccccc2)c2ccccc12

Later entries:
HePTP inh | BAP1 block | structure
-7 | 100 | COc1ccc(Cl)cc1NC(=O)CN1C(=O)CSC1=O
-8 | . | Cc1cc(/C=C2/NC(=O)NC2=O)c(C)n1C
-12 | . | COc1ccc(C)cc1NC(=O)COc1ccccc1OC
6 | 86 | Cc1ccccc1OC(=O)CCC(=O)OCCCC(F)(F)C(F)(F)F
-6 | 94 | CCOC(=O)N1CCN(C(=O)CSc2nnc(COc3ccccc3)o2)CC1
12 | 102 | C[C@H](NC(=O)Nc1cccc(C(F)(F)F)c1)C(=O)O
9 | 86 | COc1ccc(NC2c3ccccc3C(=O)N2Cc2ccco2)cc1OC (stereo not drawn)
15 | 99 | COCCCNC(=O)C1CCN(C(=O)Nc2ccc(Cl)cc2)CC1
8 | . | N#C/C(=C\c1ccc(-c2ccc3c(c2)COC3=O)o1)C(N)=O
-2 | 112 | Cc1ccc(N(CC(=O)NCc2cccs2)S(=O)(=O)c2cccs2)cc1
-4 | 62 | O=C(Nc1ccc(F)cc1)c1cccnc1N1CCOCC1
-15 | . | CC(=O)Nc1ccc(S(=O)(=O)n2nc(C)c(Sc3ccccc3)c2C)cc1
-2 | 82 | COc1cccc(C2N(c3ccccn3)C(=O)C3CCCN32)c1OC (stereo not drawn)
2 | 108 | Cn1c(=NC(=O)CSCC(=O)N2CCCC2)sc2ccccc21
-1 | . | CCOc1ccccc1NC(=O)C1C(c2ccccc2)C1(Cl)Cl (stereo not drawn)
6 | 75 | O=C(CN(Cc1ccccc1)C(=O)CCC(=O)Nc1nccs1)NCc1ccco1
5 | . | CC(=O)Nc1ccccc1NC(=O)c1ccccc1I
9 | 98 | O=C(Nc1ccccc1)N(CCc1ccncc1)C1CCCCC1
10 | 105 | CC(C)Sc1nc2c(c(=O)[nH]c(=O)n2C)n1CCc1ccccc1
-6 | 107 | O=C(CSc1nnc(Cc2ccccc2)n1Cc1ccco1)NC1CCCC1
-15 | . | CCOc1ccc(NC(=O)C2=C(C)NC(=O)NC2c2ccc(OC)cc2OC)cc1 (stereo not drawn)
3 | 79 | Cc1ccc(-c2nn(CC(=O)NCCN3CCOCC3)c(=O)c3ccccc23)cc1
10 | . | Cc1nn(CC(=O)Nc2nnc(CC(=O)N3CCCC3)s2)c(=O)c2ccccc12
3 | 110 | CCn1c(CSc2nc3ccccc3s2)nnc1SCC(=O)c1ccc2c(c1)OCCO2
7 | 48* | CCCC(c1nnnn1CC(=O)OCC)N(Cc1cc2c(C)cc(C)cc2[nH]c1=O)C1CCCC1 (stereo not drawn)
6&5 | 94 | CCOCCOC(=O)C(C)Sc1n[nH]c(=O)[nH]c1=O (stereo not drawn)
0 | . | CSc1ccc(S(=O)(=O)N(CC(=O)Nc2ccc(C(C)=O)cc2)c2ccc(C)cc2)cc1
4 | . | Cc1ccccc1C(=O)N/N=C/c1ccc(OCC(=O)N2CCCCC2)cc1
5 | 94 | CCCn1c(NCc2cccc(OC)c2OC)nc2ccccc21
5 | . | Brc1ccccc1NCc1ccncc1
-8 | . | COC(=O)c1ccc(NS(=O)(=O)c2ccc(Cl)cc2)cc1
8 | . | COC(=O)c1cc(NC(=O)c2cc(Cl)ccc2[N+](=O)[O-])cc(C(=O)OC)c1
7 | 67 | CSC1CCCCC1(O)CSc1nc2c(cc1C#N)CCCC2 (stereo not drawn)
-4 | . | O=C(N/N=C/c1cccc(Br)c1)C(Oc1ccccc1)Oc1ccccc1
17 | 79 | CCOC(=O)CN=C1CC(C)(C)CC2=C1Sc1ncnc(N(C)C)c1N2
6 | 92 | CS(=O)(=O)Nc1ccc2c3c(cccc13)CC2
5 | . | COCCOC(=O)c1c(C)oc2ccc(OC)cc12
8 | 88 | COc1ccc2nc(NC(=O)c3ccc(Br)s3)sc2c1
9 | 63 | Cc1ccc(NC(=O)NC2=N/C(=C(/C#N)C(=O)N3CCCC3)c3ccccc32)cc1
103* | . | COC(=O)c1sc(NC(=O)c2sc3cc(C)ccc3c2Cl)c(C#N)c1C
5 | 161 | Cc1cccc(N2CCN(S(=O)(=O)c3ccc4c(c3)n(C)c(=O)c(=O)n4C)CC2C)c1 (stereo not drawn)
6 | 93 | O=C(Cc1ccc(F)cc1)Nc1c2c(nn1-c1cccc(Cl)c1)CS(=O)C2 (stereo not drawn)
0 | 94 | CC(C)N1C(=O)CCC1C(=O)N1CCC(Cc2ccccc2)CC1 (stereo not drawn)
7 | 107 | Cc1cc(=O)[nH]c(Nc2c(C)n(C)n(-c3ccccc3)c2=O)n1
10&2 | . | Cc1nc2ccc(NC(=O)c3ccc(S(=O)(=O)N4CCOCC4)cc3)cc2s1
10 | . | CC1=NN(C(=S)c2ccccc2)C(C)(O)C1 (stereo not drawn)
8 | 90 | Cn1cccc1C(=S)N1CCOCC1
6 | . | Cc1cc(NC(=O)COc2ccccc2Cl)ccc1NC(=O)c1ccccc1
12 | . | CCOC(=O)C1=CS/C(=C2/C(=S)C(C)(C)Nc3cc(C)ccc32)S1
-6 | 92 | CCOC(=O)C1CCCN(C(=O)C2CCCN(S(=O)(=O)c3ccc4c(c3)oc(=O)n4C)C2)C1 (stereo not drawn)
. | 243 | CC1CN(S(=O)(=O)c2ccc(C(=O)Nc3cccc(-c4nc5ccccc5[nH]4)c3)cc2)CC(C)O1 (stereo not drawn)
4 | 90 | COc1cccc(OC)c1C(=O)NCCN1CCN(C(=O)c2c(OC)cccc2OC)CC1
4 | 93 | O=C(CSc1nnc(CNc2ccccc2)o1)N1CCCc2ccccc21
11 | . | O=S(=O)(c1ccc(Cl)cc1)N1CCN(Cc2cccc(F)c2)CC1
-9 | . | CCc1ccccc1NC(=O)c1cc2ccccc2o1
-6 | 179 | CCOC(=O)c1cnn2c(C(F)(F)F)cc(-c3cn(C)nc3C)nc12

(next part)
HePTP inh | BAP1 block | structure
. | 68 | O=C1CSC(c2cccc([N+](=O)[O-])c2)N1c1ccc(Oc2ccccc2)cc1 (stereo not drawn)
2 | 56 | Cc1ccc(S(=O)(=O)NCCCNS(C)(=O)=O)cc1
4&9 | 91 | O=C(Nc1ccc2oc(-c3ccccc3)nc2c1)c1ccncc1
3 | . | Cc1c(C(=O)NCC#N)cccc1[N+](=O)[O-]
8 | 96 | Clc1ccc(-c2noc(COc3ccccc3)n2)cc1
16 | 107 | CCN(CC)CCN1C(=O)c2oc3ccc(F)cc3c(=O)c2C1c1ccncc1 (stereo not drawn)
3 | 102 | CN(C)c1cc(N)c2ccccc2n1 (tested in a mixture with another compound)
1 | 75 | Cc1ccc(C(C)C)c(OCc2nc(-c3nonc3N)no2)c1
5 | . | O=C(NCCCN1CCOCC1)c1ccc(F)cc1
6 | 99 | CC1(C)CC(=O)C=C(NCCCNC2CCCCC2)C1
0 | 151 | COc1cc(N2C(=O)CSC23C(=O)Nc2ccccc23)cc(OC)c1OC (stereo not drawn)
-22 | . | O=C(Cc1ccc(F)cc1F)n1nnc2ccccc21
103* | . | C=CCN1C(=O)/C(=C\c2ccc(-c3ccc([N+](=O)[O-])cc3C)o2)C(=O)NC1=S
-1 | 136 | COc1ccc(C)cc1S(=O)(=O)N(C)CC(=O)Nc1ccc2c(c1)OCCO2
5 | 80 | O=C(c1ccc(-c2ccccc2)cc1)N1CCC(C(=O)N2CCCC2)CC1
. | 166 | CCOC(=O)c1c(C)n(C)c2ccc(OCC#N)cc12
1 | . | CCCC(=O)NC(c1ccc(C)cc1)c1c(OC(C)=O)ccc2ccccc12 (stereo not drawn)
7 | 113 | CN(C)c1ccc(/C=c2\sc3nc(-c4ccccc4)nn3c2=O)cc1
9 | 148 | Cn1c(=O)c(C#N)c(-c2ccccc2)n2cnnc12
2 | . | CC(C)OC(=O)COc1ccc2c(c1)oc(=O)c1ccccc12
-3 | 110 | CCS(=O)(=O)N1CCC(C(=O)Nc2cc(Cl)ccc2O)CC1
-4 | . | CC(=O)Oc1ccc(C2C(C(=O)OC(C)C)=C(C)NC3=C2C(=O)CC(C)(C)C3)cc1 (stereo not drawn)
13 | 103&86 | Cc1cccnc1-n1c(CCN2C(=O)c3ccccc3C2=O)nc2ccccc2c1=O
5 | . | COc1cc2c(cc1[N+](=O)[O-])CCCC2
2 | . | O=C(O)C1CCCCC1C(=O)Nc1cccnc1 (stereo not drawn)
2 | 106 | COc1ccccc1NC(=O)Cn1cnc2c(cnn2-c2ccccc2)c1=O
. | 118 | N#Cc1cc2c(nc1SCC(=O)N1CCOCC1)CCCCC2
4 | 114 | CC(C)Nc1nc(C#N)nc(NC(C)C)n1
-7 | 95 | N#CC12CCCCC1CC1CCCCC1(C#N)N2CCO (stereo not drawn)
3 | 84 | O=C(NC1CCCCC1)N(CCN1CCOCC1)Cc1cc2cc3c(cc2[nH]c1=O)OCCO3
-18 | . | CCc1ccc(-c2nc3cc(NC(=O)c4ccc([N+](=O)[O-])c(C)c4)ccc3o2)cc1
7 | 137 | CN(C)c1oc(-c2ccc(OCc3ccccc3)cc2)nc1C#N
-4 | . | CNc1nc2ccc(C)cn2c(=O)c1/C=N/O
. | 105 | COC(=O)C1=C(C)Nc2nnnn2C1c1ccccc1Cl (stereo not drawn)
4&-4 | 90 | CC(OC1=CC(=O)CCC1)C(=O)c1ccccc1 (stereo not drawn)
6 | . | O=C(Nc1cccc(Cl)c1)Nc1ccc2c(c1)OCCO2
10 | . | Clc1ccc(Oc2nc(N3CCOCC3)nc(N3CCOCC3)n2)c(C2CCCCC2)c1
-19 | . | COc1cc(/C=C2/SC(=S)N(CC(=O)O)C2=O)ccc1OCc1ccccc1F
. | 139 | CCCn1c(N)c(C(c2ccc(C(=O)OC)cc2)N2CCN(c3ccccc3)CC2)c(=O)[nH]c1=O (stereo not drawn)
7 | . | COC(=O)CN(c1ccc(OC)cc1)S(C)(=O)=O
10 | . | COc1ccc(C2CC(C(F)(F)F)n3nc(C(=O)NCc4cccs4)cc3N2)cc1OC (stereo not drawn)
13 | 95 | COC(=O)c1ccc(/C=N\n2c(C)nnc2C)cc1
2 | . | CCOc1ccc(S(=O)(=O)N(CC(=O)NCC(C)C)c2ccc(C)cc2)cc1
6 | . | CCOc1cc(/C=C2\Sc3ccccc3C2=O)ccc1OCc1ccc([N+](=O)[O-])cc1
. | 120 | COc1ccc(-c2nc3ccccc3nc2-c2ccccc2)cc1
-22 | . | Cc1ccc(Cl)cc1NC(=O)CSc1nc2ccccc2[nH]1
2 | 106 | O=S(=O)(NCCc1ccncc1)c1ccc(S(=O)(=O)N2CCCCCC2)cc1
6 | . | COC(=O)c1sc2nc3c(cc2c1N)COC(C)(C)C3
-13 | 113 | COc1ccccc1NC(=O)C1CC(=O)N(c2ccc(F)cc2)C1 (stereo not drawn)
-13 | . | C=CCOc1ccc(/C=C2/C(=O)N(c3ccccc3)N=C2C)cc1OCC
7 | 100 | CCCCCOc1ccc(OC(=O)c2ccncc2)cc1
-3&6 | 87 | Cc1c(NC(=O)c2cc3nc(-c4ccccc4)cc(C)n3n2)c(=O)n(-c2ccccc2)n1C
. | 71 | CCOC(=O)c1c(NC(=O)C23CC4CC(CC(C4)C2)C3)sc2c1CCC(C)C2 (stereo not drawn)
-10 | 89 | COc1ccccc1NC(=O)NCCN1C(=O)C2C3C=CC(C3)C2C1=O (stereo not drawn)

Gathered by group, those above containing a Cl atom (16)
HePTP inh | BAP1 block | structure
1 | 98 | O=C(Nc1ccccc1Cl)N1CCN(c2ccc3nnc(-c4ccccc4)n3n2)CC1
-7 | 100 | COc1ccc(Cl)cc1NC(=O)CN1C(=O)CSC1=O
15 | 99 | COCCCNC(=O)C1CCN(C(=O)Nc2ccc(Cl)cc2)CC1
-1 | . | CCOc1ccccc1NC(=O)C1C(c2ccccc2)C1(Cl)Cl (stereo not drawn)
-8 | . | COC(=O)c1ccc(NS(=O)(=O)c2ccc(Cl)cc2)cc1
8 | . | COC(=O)c1cc(NC(=O)c2cc(Cl)ccc2[N+](=O)[O-])cc(C(=O)OC)c1
103* | . | COC(=O)c1sc(NC(=O)c2sc3cc(C)ccc3c2Cl)c(C#N)c1C
6 | 93 | O=C(Cc1ccc(F)cc1)Nc1c2c(nn1-c1cccc(Cl)c1)CS(=O)C2 (stereo not drawn)
6 | . | Cc1cc(NC(=O)COc2ccccc2Cl)ccc1NC(=O)c1ccccc1
11 | . | O=S(=O)(c1ccc(Cl)cc1)N1CCN(Cc2cccc(F)c2)CC1
8 | 96 | Clc1ccc(-c2noc(COc3ccccc3)n2)cc1
-3 | 110 | CCS(=O)(=O)N1CCC(C(=O)Nc2cc(Cl)ccc2O)CC1
. | 105 | COC(=O)C1=C(C)Nc2nnnn2C1c1ccccc1Cl (stereo not drawn)
6 | . | O=C(Nc1cccc(Cl)c1)Nc1ccc2c(c1)OCCO2
10 | . | Clc1ccc(Oc2nc(N3CCOCC3)nc(N3CCOCC3)n2)c(C2CCCCC2)c1
-22 | . | Cc1ccc(Cl)cc1NC(=O)CSc1nc2ccccc2[nH]1
